Screening results deposited in PubChem BioAssay by several laboratories.
ANO1 block – mouse TMEM16A channel inhibition, primary screen; HEK293 TMEM16A/YFP iodide influx fluorescence, ionomycin; actives 1.2% (n = 310,000); Q8BHY3; normalized B-score (activity score, 25-100; higher = stronger inhibition) at 10 µM; AID 588511;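 active = ratio plate-corrected score three or more library SD toward inhibition, starting fluorescence score within five deviations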;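 note: score derived from kinetic fluorescence span divided by baseline fluorescence per well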
KCNK3 block – human KCNK3 channel inhibition, primary screen. actives 0.84% (n = 340,000). CHO-KCNK3 thallium flux, FluxOR fluorescence; stronger effect = lower value. O14649. B-score at 10 µM;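 active = B-score under library mean minus 4 SD, starting fluorescence ratio at most library mean plus 5 SD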;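 note: more negative B-score means stronger inhibition of thallium flux through KCNK3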
Dyrk1A ADPGlo – blocks rat Dyrk1A kinase activity | Q63470 | AID 504441 | actives 0.43% (n = 310,000) | ADP-Glo luminescence, NFATc1 peptide | inhibition, % at 12.5 µM; in the data active = inhibition above about 50%;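 note: plate controls were vehicle with enzyme for no effect and no enzyme for full effect; many of its hits are not listed in these tables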
TRPC4 act – TRPC4 (mouse) channel activation; Q9QUQ5; HEK293 TRPC4beta/mu-opioid, Fluo4 calcium fluorescence; stronger effect = higher value; B-score at 10 µM; actives 0.49% (n = 310,000); AID 2237;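 active = B-score above 5 SD of library B-scores, and initial fluorescence ratio not above library mean plus 5 SD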;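 note: positive B-score marks a calcium rise read as TRPC4 activation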
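Material: HEK293 stable line with TRPC4beta plus mu-opioid receptor; technique: Fluo4 calcium-sensitive dye fluorescence, kinetic, 1 Hz baseline; timing: Fluo4 dye loading 45 min at room temperature, 110 s recording; controls: assay buffer as low control, maximal DAMGO as high control; read-out: integrated baseline-normalised fluorescence ratio, converted to per-well B score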
HDAC3 inhib – human HDAC3 inhibition | recombinant HDAC3, fluorogenic peptide/trypsin coupled, fluorescence | AID 2718 | inhibition, % at 8.3 µM | actives 0.15% (n = 320,000) | O15379; in the data active = inhibition above about 26%, passing the limit was not always enough
KCNQ1 inh – blocks the human KCNQ1 potassium channel | B-score at 10 µM | actives 1.3% (n = 310,000) | P51787 | AID 2642 | CHO-K1 KCNQ1, FluxOR thallium flux fluorescence; stronger effect = higher value;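 active = compounds whose thallium flux B-score, printed positive for inhibition, exceeds three library SD while starting fluorescence stays within three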;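 note: channel opened by potassium depolarization with thallium stimulus after 20 min compound exposure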
Target sequence (P51787 whole entry, looked up): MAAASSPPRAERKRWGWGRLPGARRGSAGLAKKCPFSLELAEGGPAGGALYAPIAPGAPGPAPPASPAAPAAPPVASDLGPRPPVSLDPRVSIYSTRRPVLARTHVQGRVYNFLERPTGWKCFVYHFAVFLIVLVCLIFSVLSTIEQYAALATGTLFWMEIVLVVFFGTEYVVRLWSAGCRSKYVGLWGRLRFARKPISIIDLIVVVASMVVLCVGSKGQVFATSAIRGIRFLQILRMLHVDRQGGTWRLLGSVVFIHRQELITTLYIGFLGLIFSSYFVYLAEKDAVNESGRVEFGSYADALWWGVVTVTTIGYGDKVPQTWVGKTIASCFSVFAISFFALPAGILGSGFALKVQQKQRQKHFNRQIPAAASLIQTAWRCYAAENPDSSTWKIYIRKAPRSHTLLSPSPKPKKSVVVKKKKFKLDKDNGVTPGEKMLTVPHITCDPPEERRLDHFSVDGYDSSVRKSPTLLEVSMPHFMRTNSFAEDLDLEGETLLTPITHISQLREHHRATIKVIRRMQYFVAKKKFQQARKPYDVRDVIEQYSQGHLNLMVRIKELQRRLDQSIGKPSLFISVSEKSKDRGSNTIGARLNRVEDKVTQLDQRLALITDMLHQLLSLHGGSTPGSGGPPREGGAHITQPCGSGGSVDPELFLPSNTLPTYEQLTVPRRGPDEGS
KCNK9 inh – blocks the human KCNK9 two-pore domain potassium channel; Q9NPC2; actives 1.2% (n = 310,000); AID 488922; HEK293 KCNK9, FluxOR thallium flux fluorescence; stronger effect = lower value; B-score at 10 µM;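 active = ratio B-score over 3 SD below the library mean, with starting fluorescence within 5 SD of its mean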;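 note: negative B-score means less thallium flux so channel inhibition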
Target sequence (Q9NPC2 whole entry, looked up, the tested form may be a part): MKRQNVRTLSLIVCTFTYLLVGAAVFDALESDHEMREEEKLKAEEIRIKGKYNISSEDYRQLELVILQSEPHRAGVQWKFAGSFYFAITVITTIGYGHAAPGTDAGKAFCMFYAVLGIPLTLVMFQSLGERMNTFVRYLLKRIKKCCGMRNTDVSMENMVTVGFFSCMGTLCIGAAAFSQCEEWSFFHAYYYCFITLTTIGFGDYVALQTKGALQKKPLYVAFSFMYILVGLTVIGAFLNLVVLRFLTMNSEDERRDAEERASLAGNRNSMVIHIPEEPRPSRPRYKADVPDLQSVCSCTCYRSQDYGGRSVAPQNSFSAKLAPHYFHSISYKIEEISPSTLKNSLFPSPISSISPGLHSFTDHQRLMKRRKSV
hERG rescue – hERG (human) protection from proarrhythmic block | CHO-hERG, FluxOR thallium flux, dofetilide IC70 present | Q12809 | actives 0.51% (n = 310,000) | activation (rescue from dofetilide block), less the hit threshold, % at 10 µM;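 active = activation above the mean of controls blocked by dofetilide plus 5 SD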;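 note: thallium influx through hERG after potassium depolarization seen as dye fluorescence rise; in these data hits start at about 4.7%; inactives centre near -7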
TMEM16A act – activators or potentiators of mouse TMEM16A chloride channel. HEK293 TMEM16A/YFP-H148Q/I152L, iodide quench fluorescence; stronger effect = lower value. B-score at 10 µM. Q8BHY3. actives 0.3% (n = 340,000);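 active = fluorescence-ratio B-score plate-corrected deviation score at least 3 library SD below zero, with starting fluorescence score within 5 deviations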;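 note: channel opened by trigger with iodide after compound preincubation; score built on the fluorescence ratio of max minus min over baseline; more negative score means more quench and so TMEM16A activation or potentiation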
KCNQ1 act – potentiators or activators of human KCNQ1 potassium channel; P51787; CHO-K1 KCNQ1, thallium flux FluxOR fluorescence; stronger effect = higher value; B-score at 10 µM; actives 0.35% (n = 310,000);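 active = fluorescence ratio B-score, a plate-corrected score, at least three library SD, with initial intensity B-score within 5 SD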
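Medium – assay buffer, equal DMSO in all wells · Material – CHO-K1 cell line with stable KCNQ1 potassium channel expression · Signal – kinetic FluxOR thallium fluorescence, 10-s 1-Hz baseline, 110-s post-stimulus read · Compound – single concentration per compound, DMSO matched to controls · Schedule – 37 °C overnight plating, 90-min dark dye load, 20-min compound pretreatment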
TRPC4 potent – allosteric potentiators of mouse TRPC4 channel; Q9QUQ5; HEK293 TRPC4beta/mu-opioid, DAMGO EC20, Fluo-4 Ca2+ flux; stronger effect = higher value; B-score at 10 µM; actives 0.42% (n = 310,000); AID 2227;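 active = B-score of calcium response area above 5 SD of library B-scores, with initial fluorescence ratio within 5 SD of library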;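 note: B-score of integrated fluorescence ratio over time as area under calcium response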
* hit, by the source's call; i = inactive; . = not tested or not shown.

SMILES	ANO1 block	KCNK3 block	Dyrk1A ADPGlo	TRPC4 act	HDAC3 inhib	KCNQ1 inh	KCNK9 inh	hERG rescue	TMEM16A act	KCNQ1 act	TRPC4 potent
CCOC(=O)C1=C(C)NC(=S)NC1c1ccsc1 (stereo not given)	i	i	-4.4	i	2.4	i	i	-9.0	i	i	i
CC(OC(=O)CCc1nc(=O)c2ccccc2n1C)C(=O)NCc1ccc2c(c1)OCO2 (stereo not given)	i	i	-2.6	i	-2.0	i	i	-3.9	i	i	i
CC1=CC(c2ccc(Cl)cc2)n2nc(NS(=O)(=O)c3ccc(C)cc3)nc2N1 (stereo not given)	i	i	4.0	i	-29.1	i	i	-11.3	i	i	i
NNC(=O)c1ccc(CSc2cccc3cccnc23)cc1	i	i	.	i	-3.0	i	i	-10.2	i	i	i
O=C1C2ON(c3ccccc3)C(c3cccnc3)C2C(=O)N1c1ccccc1 (stereo not given)	i	i	3.5	i	1.9	i	i	-10.2	i	i	i
COc1cccc2cc(C(=O)NCc3ccc(C)cc3)c(=O)oc12	i	i	-7.1	i	-3.7	i	i	-2.8	i	i	i
FC(F)(F)c1nnc2ccc(Sc3ccccn3)nn12	i	i	3.6	i	-3.9	i	i	-9.3	i	i	i
CCOc1ccc(-c2csc(/C(C#N)=C\c3ccc(O)c([N+](=O)[O-])c3)n2)cc1	i	i	5.8	i	4.8	6*	i	-15.6	i	i	i
CC1CCc2nc(N)c(C#N)c(-c3cccn3C)c2C1 (stereo not given)	i	i	-0.9	i	2.6	i	i	-5.5	i	i	i
CCOC(=O)C(Cc1ccccc1)C(=O)Nc1ccc(N(CC)CC)cc1 (stereo not given)	i	i	-0.4	i	1.3	i	i	-13.9	i	i	i
COc1ccc(/C=N\NC(=O)c2sc(N)nc2C)cc1OC	i	i	-0.9	i	11.5	i	i	-1.6	i	i	i
COc1ccc(N2CCN(C(=O)c3cc(=O)c4cc(C)c(C)cc4o3)CC2)cc1	i	i	6.6	i	8.3	i	i	-8.0	i	i	i
O=C(NCCc1ccccc1)C1CCC(CNS(=O)(=O)c2ccccc2)CC1 (stereo not given)	i	i	0.6	i	1.6	i	i	-7.0	i	i	i
O=C1CN(c2ccccc2)C(=S)N1c1ccccc1	i	i	-1.2	i	2.8	i	i	-10.5	i	i	i
COc1ccc(/C=C/CN2CCCC(C(=O)c3cc(F)ccc3F)C2)cc1 (stereo not given)	i	i	-3.4	i	-4.6	i	i	-9.4	i	i	i
O=C1CCN(S(=O)(=O)c2ccc(Cl)cc2)CC1	i	i	-5.7	i	-1.3	i	i	-3.1	i	i	i
N#C/C(C(=O)Oc1ccccc1)=C1\C=CC=CN1	i	i	7.1	i	-5.5	i	i	-5.9	i	i	i
CC1(C)C(=O)N(c2ccccc2)C(=O)c2ccccc21	i	i	0.1	i	-0.6	i	i	-2.7	i	i	i
Cc1onc(C(=O)N2CCN(Cc3ccccc3)CC2)c1[N+](=O)[O-]	i	i	-3.1	i	0.1	i	i	-7.5	i	i	i
COc1ccc(NC2=CC(=O)CC(C)(C)C2)cc1	i	i	-3.5	i	0.5	i	i	2.7	i	i	i
Cc1c(Br)c(C(=O)NCc2cc3cc(Cl)ccc3[nH]2)nn1C	i	i	-3.4	i	-0.4	i	i	-5.9	i	i	i
NC(=O)C1CCN(C(=O)CCc2ccsc2)CC1	i	i	2.6	i	2.8	i	i	-5.5	i	i	i
O=C(CSCc1ccc(F)cc1)NCc1ccc2c(c1)OCO2	i	i	2.9	i	4.1	i	i	-7.4	i	i	i
CCN1CCN(c2cc(C)c3cc(NC(=S)NCCCN4CCc5ccccc5C4)ccc3n2)CC1	i	i	4.1	i	1.4	i	i	-10.5	i	i	i
CCOC(=O)c1ccc(S(=O)(=O)N2CCNCC2)cc1	i	i	-3.3	i	0.0	i	i	-14.7	i	i	i

The final 2 entries of the part before come first, to join the parts:
SMILES	ANO1 block	KCNK3 block	Dyrk1A ADPGlo	TRPC4 act	HDAC3 inhib	KCNQ1 inh	KCNK9 inh	hERG rescue	TMEM16A act	KCNQ1 act	TRPC4 potent
CCN1CCN(c2cc(C)c3cc(NC(=S)NCCCN4CCc5ccccc5C4)ccc3n2)CC1	i	i	4.1	i	1.4	i	i	-10.5	i	i	i
CCOC(=O)c1ccc(S(=O)(=O)N2CCNCC2)cc1	i	i	-3.3	i	0.0	i	i	-14.7	i	i	i
Cc1cc(NS(=O)(=O)c2ccc(NC(=O)C(C)Oc3cccc(C)c3C)cc2)nc(C)n1 (stereo not given)	i	i	16.2	i	-1.0	i	i	-12.2	i	i	i
CCc1cc(C(=O)NNC(=S)NCC2CCCO2)cs1 (stereo not given)	i	i	1.5	i	0.0	i	i	-6.3	i	i	i
CCc1ccccc1NC(=O)c1cc2sccc2n1C	i	i	1.2	i	-11.4	i	i	-12.5	i	i	i
CCOC(=O)N1[C@@H]2C=C(C)[C@@H]2[C@@H]2[C@@H](C)C(=O)N21	i	i	-4.7	i	-7.4	i	i	-4.9	i	i	i
CN(C)CCCOc1ccc(C(C)(C)c2ccccc2)cc1	i	i	0.6	i	0.5	i	i	-15.0	i	i	i
O=C1c2ccccc2C(=O)N1OCCOCCOCCON1C(=O)c2ccccc2C1=O	i	i	-4.4	i	-1.2	i	i	-9.0	i	i	i
CCOC(=O)c1cnc(-n2cc(C)cn2)nc1Nc1ccccc1OCC	i	i	-10.2	i	2.8	i	i	-15.2	i	i	i
COc1cc(C(=O)N2CCN(S(=O)(=O)c3cccs3)CC2)cc(OC)c1C	i	i	-4.5	i	-0.1	i	i	-3.0	i	i	i
COc1ccc(NC(=O)NCCc2cccc(Cl)c2)cc1OC	i	i	6.8	i	-8.9	i	i	-8.9	i	i	i
Cc1cccc(NC(=O)CSc2c3c(nc4ccccc24)CCC3)n1	i	i	-2.7	i	5.7	i	i	-7.2	i	i	i
Cc1occc1C(=O)Nc1nnc(-c2cccs2)s1	i	i	-0.3	i	7.0	i	i	-4.4	i	i	i
CCCCCCN1C=CC=C/C1=C/C=C(C#N)C#N	i	i	-8.4	i	16.9	i	i	-12.1	i	i	i
CN1C(=O)/C(=C/c2cn(CC(=O)N3CCCCC3)c3ccccc23)c2ccccc21	i	.	.	i	10.7	i	i	-17.0	.	i	i
Cc1ccc(C(=O)N/C(=C\c2ccc(F)cc2)C(=O)NCCCn2ccnc2)cc1	i	i	-0.8	i	0.0	i	i	-13.7	i	i	i
O=C(COc1coc(CN2CCN(c3ccccc3F)CC2)cc1=O)Nc1ccccc1	i	i	14.2	i	.	i	i	-5.4	i	i	32*
Cc1csc(CN(C)C(=O)C2CCC(=O)N(CCN(C)C)C2)n1 (stereo not given)	i	i	-3.2	i	-2.4	i	i	-6.8	i	i	i
CS(=O)(=O)Nc1cccc2cccnc12	i	i	-0.7	.	-3.8	.	.	.	i	.	.
O=C(CSc1oc(-c2ccc(F)cc2)nc1S(=O)(=O)c1ccc(F)cc1)NCC1CCCO1 (stereo not given)	i	i	-0.1	i	8.4	i	i	-7.7	i	i	i
Cc1nc(OCC(=O)c2ccc(Cl)cc2)c(C#N)c2c1COC(C)(C)C2	i	i	-6.1	i	4.7	i	i	-4.1	i	i	i
FC(F)(F)c1cc(-c2cccs2)nc(N2CCOCC2)n1	i	i	-10.5	i	-5.8	i	i	-6.0	i	i	i
CCc1c(C)sc(NC(=O)/C=C/C(=O)O)c1C(N)=O	i	i	3.0	i	-1.2	i	i	-2.1	i	i	i
O=C(NNC(=O)c1ccccc1Cl)c1cccnc1	i	i	0.2	i	1.9	i	i	-3.6	i	i	i
CSCC(=O)Nc1cc(C)on1	i	i	-0.9	i	-3.9	i	i	-8.8	i	i	i
CCCn1c(N2CCOCC2)nc2c1c(=O)[nH]c(=O)n2C	i	i	0.8	i	-5.4	i	i	-4.4	i	i	i
O=C(Cc1cccs1)Nc1cccc(C(=O)Nc2ccco2)c1	i	i	1.4	.	2.9	.	.	.	i	.	.

Remaining list, next part:
SMILES	ANO1 block	KCNK3 block	Dyrk1A ADPGlo	TRPC4 act	HDAC3 inhib	KCNQ1 inh	KCNK9 inh	hERG rescue	TMEM16A act	KCNQ1 act	TRPC4 potent
Oc1ccc(/C=N/NC(=S)N2CCOCC2)cc1	i	i	6.9	i	13.4	i	i	-12.0	i	i	i
Cc1cccc(Cn2c(N3CCc4ccccc4C3)nc3c2c(=O)[nH]c(=O)n3C)c1	i	i	0.3	i	0.9	i	i	-6.2	i	i	i
Oc1ccccc1CNCCCN1CCOCC1	i	i	-4.9	i	-12.6	i	i	-0.1	i	i	i
CN(C)S(=O)(=O)c1ccc(NC(=O)N2CCN(c3ccccc3Cl)CC2)cc1	i	i	1.9	i	6.7	i	i	-14.8	i	i	i
O=C(Nc1ccc(C(=O)NCc2ccccc2Cl)cc1)C1=CSCCO1	i	i	-1.4	i	4.1	i	i	-7.9	i	i	i
COc1cccc(CN2CC(C(=O)NCC3CCOCC3)CCC2=O)c1 (stereo not given)	i	i	3.6	i	1.0	i	i	-6.2	i	i	i
CCn1c(=O)c(=O)n(CC)c2cc(S(=O)(=O)N3CCc4ccccc43)ccc21	i	i	15.8	i	1.5	i	i	-13.2	i	i	i
Clc1ccc(C2CC(c3ccco3)n3ncnc3N2)cc1Cl (stereo not given)	i	i	-1.1	i	7.7	i	i	-6.4	i	i	i
COc1ccc(OC)c(CNS(=O)(=O)c2c(C)nc3scc(C)n3c2=O)c1	i	i	-3.5	i	-3.9	i	i	-2.4	i	i	i
CC(C)C[C@H]1C(=O)N2CCC[C@H]2[C@]2(O)O[C@](NC(=O)[C@@H]3C=C4c5cccc6[nH]c(Br)c(c56)CC4N(C)C3)(C(C)C)C(=O)N12 (stereo not given in full)	i	i	-4.2	i	-1.6	6*	i	-9.6	i	i	i
CCC/C=C(\CCC)C(NS(=O)(=O)c1ccc(C(F)(F)F)cc1)c1ccccc1 (stereo not given)	i	.	.	i	26.6*	i	i	-7.0	.	i	i
COc1cc(NC2c3ccccc3C(=O)N2c2cc(C)ccn2)cc(OC)c1OC (stereo not given)	i	i	1.0	i	2.2	i	i	-8.2	i	i	i
CCCNS(=O)(=O)c1cc2c3c(c1)CCN3C(=O)CC2	i	i	.	i	3.9	i	i	-6.6	i	i	i
COc1ccc(OC)c(C2N(c3ccccn3)C(=O)C3CCCN32)c1 (stereo not given)	i	i	0.3	i	4.9	i	i	-12.7	i	i	i

The list is partial; the hit share may differ from the screen's.
